Screens (PubChem)
ELG1 genotox: qHTS screen for small molecules that induce genotoxicity in human embryonic kidney (HEK293T) cells expressing luciferase-tagged ELG1; AID 504466, 2011; HEK293T ELG1-luciferase reporter, luminescence, 16 h; Potency, µM (series often up to 46 µM), without a hit: at the top dose activity change, positive = activation, hits mostly activators; 1.3% of 330,000 active; note: % of control where 0% means no effect; nearly all actives have a fitted effect of over 60% in size
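Genotoxic stress is detected as increased luminescence from luciferase-tagged ELG1 in HEK293T cells, measured with ONE-Glo after a 16 hr treatment at 37 °C.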
RORgamma inh: qHTS for inhibitors of ROR gamma transcriptional activity; 5.4% of 310,000 active; AID 2551, 2010; Drosophila S2 Gal4-RORgamma UAS-luciferase reporter, 20 h; Nuclear receptor ROR-gamma (Mus musculus), P51450; Potency, µM (top dose mostly 53.6 µM), inactives show at the top dose activity change, negative = inhibition, actives largely listed as inhibitors; note: % is set by controls: 0 for no effect and ±100 for the full control effect; nearly all actives have a fitted effect of over 60% in size
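Stable Schneider cell line, Gal4 DNA-binding domain fused to ROR gamma, UAS-luciferase. Cmpd 1 hr RT → CuSO4 700 uM final → 20 hr RT → luciferase reagent 10 min → luminescence.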
MBNL1 CUG block: qHTS Assay for Inhibitors of MBNL1-poly(CUG) RNA binding. TR-FRET MBNL1-His/biotin-(CUG)12 binding, 665/545 ratio. Potency, µM (titrated, usually from 57.5 µM), inactives show at the top dose activity change, negative = inhibition, most hits filed as inhibitors. 0.036% of 280,000 active. AID 2675, 2010; active = well fitted inhibition curve with a large enough effect in the signal ratio, with a control signal flat, not every such curve was filed as active; inconclusive = small, poorly fitted or top-dose-only effect, or effect the other way, or a change in a side signal; inactive = no such curve, though single readings can be large or run the other way; the % refers to the signal ratio; note: % is set by controls: 0 for no effect and ±100 for the full control effect
Target sequence (Q9NR56 whole entry, looked up): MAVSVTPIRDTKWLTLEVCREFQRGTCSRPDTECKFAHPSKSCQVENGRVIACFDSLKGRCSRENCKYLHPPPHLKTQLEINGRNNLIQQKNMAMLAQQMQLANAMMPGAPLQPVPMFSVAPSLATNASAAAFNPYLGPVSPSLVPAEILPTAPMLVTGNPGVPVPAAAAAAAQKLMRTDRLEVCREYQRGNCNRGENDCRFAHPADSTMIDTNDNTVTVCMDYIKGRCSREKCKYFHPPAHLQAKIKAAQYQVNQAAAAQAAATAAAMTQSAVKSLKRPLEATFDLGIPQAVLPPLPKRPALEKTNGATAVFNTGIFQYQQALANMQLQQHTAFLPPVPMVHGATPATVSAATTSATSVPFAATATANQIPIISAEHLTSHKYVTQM
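Inhibition of protein-RNA binding appears as loss of TR-FRET between terbium anti-His antibody on MBNL1-His and streptavidin-XL665 on biotin-(CUG)12. Activity is normalized to buffer-only and uninhibited-complex controls.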
NPC1 promoter act: qHTS Assay for NPC1 Promoter Activators; Huh7 NPC1 promoter luciferase reporter, 24 h; AID 485313, 2010; 2.4% of 320,000 active; Potency, µM (highest dose often 9.22 µM), inactives show top-dose activation, usual class: activators;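 note: % of control where 0% means no effect; nearly all actives have a fitted effect of over 60% in size; reporter is driven by a mutant NPC1 promoter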
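In 1536-well qHTS, Huh7 cells harboring an NPC1 promoter–luciferase construct received compound for 24 h; activation was quantified by luminescence following luciferase reagent addition.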
CXXC DNA block: qHTS Fluorescence Polarization Assay for Inhibitors of MLL CXXC domain - DNA interaction. Histone-lysine N-methyltransferase 2A (Homo sapiens), Q03164. MLL-CXXC / FITC-HOXA9 DNA fluorescence polarization. Potency, µM (series often up to 115 µM), for inactives: at the top dose activity change, negative = inhibition, actives largely listed as inhibitors. 0.037% of 290,000 active. AID 2662, 2010; active = well fitted inhibition curve with a large enough effect in the polarisation, with a control signal flat, not every such curve was filed as active; inconclusive = small, poorly fitted or top-dose-only effect, or effect the other way, or a change in a side signal; inactive = no such curve, though single readings can be large or run the other way; the % refers to the polarisation
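Purified MLL-CXXC (added from a 7 uM solution) was preincubated 5 min at ambient with pinned compounds in 50 mM Tris-HCl pH 7.5, 50 mM NaCl, 1 mM DTT, 0.05% BSA. Fluorescein-labeled HOX-A9 DNA (50 nM solution) followed, 30 min, then polarization read.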
p53 reactivation: qHTS assay for re-activators of p53 using a Luc reporter; H1299 p53-A138V BP100-luciferase reporter, luminescence, 24 h; Potency, µM (top dose mostly 92.2 µM), for inactives: top-dose activity change, positive = activation, most hits filed as activators; 0.063% of 320,000 active; AID 504706, 2011; note: % of control where 0% means no effect; nearly all actives have a fitted effect of over 45% in size
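H1299 (p53-null), stable ts p53-A138V + BP100-Luc; 1000 cells/well, Opti-MEM/10% FBS; cpd 4 pt, 1:5; 24 h, 37 deg C, 5% CO2; detection reagent 10 min RT; luminescence.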
BRCA1 expr act: qHTS Assay to Identify Small Molecule Activators of BRCA1 Expression; AID 624202, 2012; 1.1% of 380,000 active; Potency, µM (top dose mostly 46.1 µM), without a hit: at the top dose activation, usual class: activators; MCF7-BRCA1-FFLuc reporter, luminescence, 48 h; response scale: scaled: vehicle 0%, 10 µM genistein 100%; note: nearly all actives have a fitted effect of over 80% in size; some results filed as inactive show a strong effect at the top dose
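MCF7 cells carrying a BRCA1-firefly luciferase reporter (2000 cells/well, phenol-red free MEM) were attached for 2 h at 37 °C, then given compounds for 48 h. Luminescence was read 15 min after luciferase reagent; activity normalized to genistein (10 microM) and DMSO.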
Rab9 promoter act: qHTS Assay for Rab9 Promoter Activators; AID 485297, 2010; 2.8% of 320,000 active; Potency, µM (titrated, usually from 9.22 µM), without a hit: top-dose activation, negative = inhibition, most hits filed as activators; Huh7 Rab9 promoter-luciferase reporter, luminescence, 24 h; note: % of control where 0% means no effect; nearly all actives have a fitted effect of over 60% in size
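Luciferase signal after 10 min detection reagent at ambient indicates Rab9 promoter upregulation; stably transfected Huh7 cells were treated 24 h with compound in DMSO at 37 °C, 5% CO2.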
Gal4-VP16 FLuc: VP16 counterscreen qHTS for inhibitors of ROR gamma transcriptional activity; Drosophila S2 Gal4-VP16 UAS-luciferase, luminescence, 20 h; Potency, µM (doses to about 53.6 µM), without a hit: at the highest dose activity, negative = inhibition, usual class: inhibitors; 3.5% of 310,000 active;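 note: Gal4-VP16 expression switched on by copper sulfate through the metallothionein promoter; % is set by controls: 0 for no effect and ±100 for the full control effect; nearly all actives have a fitted effect of over 50% in size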
FLuc counter: qHTS profiling assay for firefly luciferase inhibitor/activator using purifed enzyme and Km concentrations of substrates (counterscreen for miR-21 project); 6.9% of 360,000 active; Potency, µM (titrated, usually from 57.5 µM), inactives show top-dose activity change, negative = inhibition, actives largely listed as inhibitors; purified FLuc, Km substrates, luminescence inhibition; AID 588342, 2011;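 note: plate controls were vehicle for no effect and reference inhibitor for full effect; nearly all actives have a fitted effect of over 55% in size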
Target sequence (P08659 whole entry, looked up): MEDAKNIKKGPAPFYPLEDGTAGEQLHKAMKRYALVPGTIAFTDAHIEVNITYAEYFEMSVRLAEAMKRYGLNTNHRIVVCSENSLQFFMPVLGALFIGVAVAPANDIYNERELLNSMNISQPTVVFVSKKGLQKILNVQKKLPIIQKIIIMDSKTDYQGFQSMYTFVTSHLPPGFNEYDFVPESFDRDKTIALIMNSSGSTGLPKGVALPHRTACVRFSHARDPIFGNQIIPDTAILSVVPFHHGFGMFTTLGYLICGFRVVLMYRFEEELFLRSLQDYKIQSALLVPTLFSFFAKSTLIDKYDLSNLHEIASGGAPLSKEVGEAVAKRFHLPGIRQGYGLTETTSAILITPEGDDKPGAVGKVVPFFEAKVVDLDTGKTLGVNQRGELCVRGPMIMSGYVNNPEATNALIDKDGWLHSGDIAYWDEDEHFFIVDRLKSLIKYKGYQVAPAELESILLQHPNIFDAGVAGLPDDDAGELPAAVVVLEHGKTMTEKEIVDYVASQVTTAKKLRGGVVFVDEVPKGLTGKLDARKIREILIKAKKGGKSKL
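Purified P. pyralis luciferase (10nM final) with 10uM D-luciferin and 10uM ATP (Km levels) in 50mM Tris acetate pH 7.5, 10mM Mg acetate, 0.01% Tween-20, 0.05% BSA; qHTS 6-point titration, ~60 µM downward; luminescence read.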
uPA surface inh: qHTS for Inhibitors of Cell Surface uPA Generation | cell surface uPA generation assay, qHTS | Potency, µM (top dose mostly 38.3 µM), inactives show at the highest dose activity change, negative = inhibition, most hits filed as inhibitors | 0.31% of 330,000 active | AID 540303, 2011; active = well fitted inhibition curve with a large enough effect; inconclusive = small, poorly fitted or top-dose-only effect; inactive = no such curve, though single readings can be large or run the other way; tested in mouse RAW 264.7 cells; note: % is set by controls: 0 for no effect and ±100 for the full control effect; nearly all actives have a fitted effect of over 55% in size
An asterisk follows results filed as active; u = inconclusive; x = not tested or not shown; [ ] = dose if it differs, or a comment. Unless noted, calls come from the whole dose curve; as a rule, active = well fitted curve in the direction sought with a large enough effect; inconclusive = small, poorly fitted or top-dose-only effect, or another doubt; inactive = no such curve, though single readings can be large; an effect the other way counts as inactive or inconclusive. Potency is the fitted concentration of half-maximal effect.

Values run as follows: MBNL1 CUG block	Gal4-VP16 FLuc	Rab9 promoter act	p53 reactivation	ELG1 genotox	BRCA1 expr act	FLuc counter	uPA surface inh	RORgamma inh	NPC1 promoter act	CXXC DNA block
N#CCOc1nc(N2CCCC2)nc(N2CCCC2)n1
 : 2%	-29%	-4%	0%	-6%	3%	5%	-7%	u	-1%	9%
CC(=O)Nc1ccc(NC(=O)C2CCC(N3C(=O)C4C5C=CC(C6CC56)C4C3=O)CC2)cc1 (stereo not drawn)
 : 3%	-7%	-2%	-6%	3%	-14%	-1%	19%	u	-1%	11%
COc1ccc(-c2nc3c(n2O)CCCC3=O)cc1OC
 : 9%	-4%	-4%	-8%	0%	2%	0%	3%	-18%	1%	-9%
CC(C)Cc1nc2n[nH]c(N)c2c2c1CCCC2
 : 5%	-3%	11%	-3%	2%	12%	-1%	-7%	13%	-2%	7%
O=C(CN1CCN(c2cccc(C(F)(F)F)c2)CC1)N(C1CCCC1)C1CCS(=O)(=O)C1 (stereo not drawn)
 : x	x	2%	-1%	-5%	2%	u	5%	x	-1%	x
Cc1cccc(-n2cc(-c3ccccc3)[nH]c2=S)c1
 : 9%	7.1µM*	u	u	4%	-1%	u	0%	2.5µM*	21%	u
Cc1ccc(-n2nnnc2SCC(=O)Nc2c(C)n(C)n(-c3ccccc3)c2=O)cc1
 : 2%	-4%	0%	-1%	0%	5%	2%	4%	27%	-3%	1%
Clc1cccc(Nc2c3c(nc4ncnn24)CCC3)c1
 : -6%	-3%[0.365 µM]	1%	-15%	1%	-13%	14%	x	u	0%	-8%
COc1ccc(Nc2nc(OC)nc(N3CCN(c4ccc(OC)cc4)CC3)n2)cc1
 : 0%	x	-1%	8%	3%	-35%	5%	4%	-39%[0.365 µM]	2%	7%
Cc1nc(-c2ccc3c(c2)CCC(=O)N3)cs1
 : -4%	u	u	6%	u	u	17µM*	-1%	14%	u	0%
COc1ccccc1OCCNc1cc(N2CCOCC2)ccc1[N+](=O)[O-]
 : u	-15%	-2%	-4%	14%	3%	15µM*	-2%	u	3%	-1%
CCN1C(=O)CC(N2CCN(c3cccc(OC)c3)CC2)C1=O (stereo not drawn)
 : -2%	1%[10 µM]	-8%	0%	3%	-8%	1%	0%	9%	0%	8%
C=C(C)CSc1nnc([C@H](CCSC)NC(=O)OC(C)(C)C)o1
 : -3%	10%	1%	-1%	2%	-20%	0%	3%	-12%	0%	18%
C/C(=N\OCC(=O)Nc1ccc(F)c(F)c1F)c1cc2ccccc2o1
 : -1%	3%	-1%	28%	-2%	-3%	-7%	-1%	5%	2%	14%
CC(C)(C)NC(=O)C(c1ccc(F)cc1)N(Cc1ccco1)C(=O)c1csnn1 (stereo not drawn)
 : -15%	0%	10%	-6%	3%	-40%	3%	-1%	1%	-3%	4%
COC(=O)c1cc2occc2n1CC(=O)Nc1ccc(OC)c(OC)c1OC
 : -2%	-2%	-2%	-5%	2%	-2%	0%	8%	-16%	2%	3%
O=C(NCCCNc1ccc(C(F)(F)F)cc1[N+](=O)[O-])c1ccc(F)cc1
 : 5%	u	1%	-9%	-3%	-19%	1%	-1%	34%	-8%	2%
Cc1ccc(S(=O)(=O)N(c2nc(NC(C)C)nc(NC(C)C)n2)n2cnnc2)cc1
 : x	3%	-5%	3%	-1%	-34%	5%	-1%	12%	-3%	11%
CCc1ccc(NC(=O)COC(=O)CN2C(=O)COc3ccccc32)cc1
 : -2%	-8%	2%	6%	0%	20%	-13%	-4%	15%	3%	2%
CCCn1c(C)cc(C(=O)Cn2nnc3ccccc3c2=O)c1C
 : u	-16%	0.89µM*	8%	u	u	4.3µM*	-6%	-34%	1µM*	5%
NC(=S)N/N=C1\CCSc2ccc(Cl)cc21
 : -7%	10µM*	-8%	-2%	-8%	-2%	1%	-4%	2µM*	0%	4%
CC(=O)c1cccc(NC(=O)c2sc3nc4n(c(=O)c3c2C)CCCCC4)c1
 : 8%	0%	-4%	-3%	-6%	10%	-17%	-2%	2%	-3%	8%
N#CCCn1cc(C(=O)Nc2ccccc2Br)c(-c2cccs2)n1
 : 1%	-1%	-3%	-4%	1%	-21%	-11%	-7%	-30%	-1%	5%
Cc1ccc(OCC(=O)NS(=O)(=O)c2ccccc2)cc1
 : -5%	3%	-12%	-10%	2%	-1%	-3%	2%	0%	-2%	11%
CCC(C)(C)C1CCC(=NNS(=O)(=O)c2ccc(C)c([N+](=O)[O-])c2)CC1 (stereo not drawn)
 : -6%	-11%	0%	9%	0%	-17%	3%	6%	-10%	0%	-5%
CCn1c(-c2cccn(Cc3ccc(Cl)cc3Cl)c2=O)n[nH]c1=S
 : 72%[activator]	-17%	-12%	0%	-2%	-31%	-6%	-4%	10µM*	2%	6%
COc1ccc([C@@H]2CC=C(C(=O)O)[C@H](c3ccccc3F)N2S(=O)(=O)c2ccccc2C)cc1
 : x	x	-5%	2%	1%	0%	3%	-2%	x	1%	x
COc1ccc(-c2noc(CN(C)Cc3ccccc3)n2)c(OC)c1OC
 : 0%	9%	20%	-22%	0%	56%	u	4%	5%	19%	-10%
COc1ccc(C2C(C(C)=O)=C(O)C(=O)N2Cc2cccnc2)cc1 (stereo not drawn)
 : 4%	4%	-2%	-10%	3%	4%	1%	-4%	-18%	0%	-6%
O=C(O)CC12CC3CC(C1)CC(n1ncc(NCc4ccccc4Cl)c(Cl)c1=O)(C3)C2
 : u	u	9%	-2%	3%	10%	0%	-10%	u	1%	-4%
CCn1c(=O)cc(OCC(=O)Nc2ccccc2N2CCN(C)CC2)c2ccccc21
 : -3%	-1%	-9%	1%	u	-22%	7%	-11%	-23%	0%	2%
COCCN1CN(S(=O)(=O)c2ccccc2)c2nc3ccccc3nc21
 : u	-8%	0%	-5%	5%	-44%	5%	-6%	0%	4%	9%
COc1ccc(C(=O)C2CN(c3ccccc3)CC2c2ccc(Cl)cc2)cc1 (stereo not drawn)
 : 3%	-4%	10%	6%	-2%	-36%	-1%	3%	14%	-2%	13%
FC(F)(F)c1cccc(Cn2c3[n+](c4ccc(C(F)(F)F)cc42)CCCCC3)c1
 : -5%	6%	-20%	-3%	-11%	-15%	-1%	-3%	4%	-3%	1%
Cc1ccc2nc(NC(=O)CCCc3nc4ccccc4s3)sc2c1
 : -7%	15%	-19%	27%	u	8%	17µM*	-1%	19%	-20%	16%
O=C(O)c1ccc(S(=O)(=O)N[C@H](Cc2ccc(C(F)(F)F)cc2)C(=O)O)cc1
 : x	4%	-1%	x	x	x	3%	x	7%	-2%	x
Cc1ccc(/C=C/C(=O)NCCCN2CCN(CCCNC(=O)/C=C/c3ccc(C)o3)CC2)o1
 : 25%	7%	0%	-4%	-2%	-2%	2%	-3%	-6%	-2%	7%
O=C(Nc1cc(Sc2nc3ccccc3s2)cc([N+](=O)[O-])c1)c1ccccc1F
 : 11%	4%	-3%	-2%	-7%	-49%	-5%	-10%	17%	1%	17%
O=C(Cc1ccc(Cl)cc1)Nc1ccccc1N1CCN(C(=O)c2ccccc2)CC1
 : 0%	-18%	9%	-16%	-26%	-39%	-1%	1%	-29%	0%	2%
CCC(C)(C)NC(=O)C(c1cccnc1)N(C(=O)c1csnn1)c1ccccc1 (stereo not drawn)
 : -16%	-25%	0%	-2%	2%	-1%	-3%	9%	-9%	0%	0%
CCc1ccccc1NC(=S)N(CCOC)C(C)c1ccco1 (stereo not drawn)
 : -2%	-5%	-1%	2%	-2%	3%	-1%	-2%	13µM*	-1%	-3%
O=C(c1cnn(C(=O)c2ccccc2F)c1)c1ccccc1O
 : x	x	-4%	u	1%	29%	u	0%	x	-2%	x
Cc1nc(/C(N)=N/OC(=O)c2cccc(Cl)c2)c(C(F)(F)F)o1
 : x	-10%	-5%	3%	-1%	-22%	u	-29%	-3%	1%	5%
COc1cc(/C=C2\SC(=O)NC2=O)ccc1Oc1cnccn1
 : 21%	-1%	4%	8%	15%	50%	-19%	-9%	24%	-1%	-24%

This is a subset; rates above refer to the full screens.
